D2 antag – antagonizes the human D2 dopamine receptor; P14416; HEK293 TREx D2 cells, calcium flux, dopamine EC80; inhibition, % at 10 µM; hit rate 2% among 340,000; AID 485344; in the data active = inhibition above about 30%; also: 0% is about no effect
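Calcium flux kinetic readout in an inducible HEK293 TREx D2 line plated overnight at 30 C. After 180 s compound exposure, an EC80 dopamine challenge follows with another 180 s kinetic read to detect antagonism.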
TRHR agonist – TRH receptor (human) agonism | activation, % at 2 µM | TRHR cells, calcium flux fluo-8, FDSS agonist mode | AID 493084 | hit rate 0.18% among 360,000; in the data active = activation above about 30%; also: 0% is about no effect
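TRHR-expressing cells, plated overnight in medium with 10% serum, were loaded with fluo-8 calcium dye at room temperature. After a 10 s baseline, library compound was pin-added and calcium release was recorded kinetically (ex 480/em 530) as agonist response.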
PI4K2A inh – inhibitors of human PI4K2A; AID 1346378; hit rate 0.13% among 420,000; purified PI4K2A, ADP-Glo luminescence, 1 h; hits give low values; Q9BTU6; activity change, negative = inhibition, % at 76.9 µM; in the data active = activity change below about -50%; inconclusive = mostly about -30% to -49%;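 also: -100% = wells without enzyme as full effect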
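Compounds are screened against recombinant PI4K2A using PI as substrate and ATP, the latter dispensed at 300 microM. Reactions run one hour at ambient temperature before ADP-Glo detection; full inhibition defined by wells lacking enzyme.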
D2 agonist – agonists of human D2 dopamine receptor. P14416. HEK293 T-REx D2 cells, calcium flux agonist mode. activation, % at 2 µM. hit rate 0.53% among 340,000. AID 485358;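 active = activation over 3 SD above normal in the single-dose calcium agonist read, cut at about 30% in these data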; also: 0% is about no effect
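Agonism scored from kinetic calcium signal (1 read/sec, 180 s) following compound pin transfer, after a 10 s baseline. Cells: HEK293 Trex line expressing inducible D2 receptor coupled to calcium, dye-loaded after overnight culture at 30 C.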
USP1 inh – USP1/UAF1 (human) deubiquitinase inhibition; O94782; Potency, µM (top dose mostly 57.1 µM), without a hit: top-dose activity change, negative = inhibition, usual class: inhibitors; recombinant USP1/UAF1, Ub-Rhodamine cleavage fluorescence; hit rate 0.23% among 390,000; also: potency is read from the fitted curve at half-maximal effect; % is scaled to controls: 0 for no effect and ±100 for the full control effect; nearly all actives have a fitted effect of over 60% in size; inactives centre near -12
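USP1/UAF1 complex (1 nM) preincubated 15 min at room temperature with compound, then Ub-Rho substrate (150 nM final) added. Kinetic fluorescence at 480/540 nm over 6 reads at 60 s intervals; 50 mM HEPES pH 7.8, 0.5 mM EDTA, 0.1 mg/ml BSA, 1 mM TCEP, 0.01% Tween-20.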
mIDH1 inhibitor – blocks human mutant IDH1 R132H enzyme | IDH1-R132H enzyme, NADPH consumption, diaphorase/resazurin fluorescence | hit rate 0.093% among 390,000 | Potency, µM (top dose mostly 76.6 µM), inactives show at the top dose activity change, negative = inhibition, actives largely listed as inhibitors | AID 602179; also: potency is read from the fitted curve at half-maximal effect; % is scaled to controls: 0 for no effect and ±100 for the full control effect; nearly all actives have a fitted effect of over 65% in size
Target sequence (O75874 whole entry R132H, stated change not applied): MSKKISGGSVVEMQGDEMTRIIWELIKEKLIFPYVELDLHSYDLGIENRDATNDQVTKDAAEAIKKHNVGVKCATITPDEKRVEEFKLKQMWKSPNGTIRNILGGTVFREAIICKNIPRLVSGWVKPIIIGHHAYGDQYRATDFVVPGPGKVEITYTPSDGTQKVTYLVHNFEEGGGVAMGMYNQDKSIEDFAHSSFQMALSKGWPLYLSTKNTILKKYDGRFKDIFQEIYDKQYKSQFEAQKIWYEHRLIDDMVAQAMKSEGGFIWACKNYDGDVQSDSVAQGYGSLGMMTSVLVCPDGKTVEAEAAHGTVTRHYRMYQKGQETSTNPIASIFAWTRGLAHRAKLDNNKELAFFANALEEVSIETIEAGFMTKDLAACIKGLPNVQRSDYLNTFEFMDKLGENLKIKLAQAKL
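IDH1-R132H (0.5 ug/mL dispensed) in pH 7.5 Tris buffer was preincubated 30 min with compound, then given a substrate mix of 0.016 mM NADPH and 2 mM alpha-KG for 80 min at room temperature; remaining NADPH was read by diaphorase/resazurin fluorescence.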
rTrxR1 inhibitor – inhibitors of rat thioredoxin reductase 1 | recombinant rTrxR1, NADPH fluorescence consumption, selenite substrate | O89049 | AID 588453 | Potency, µM (highest dose often 114 µM), without a hit: at the highest dose activity change, negative = inhibition, hits mostly inhibitors | hit rate 1% among 390,000; also: potency is read from the fitted curve at half-maximal effect; % is scaled to controls: 0 for no effect and ±100 for the full control effect; nearly all actives have a fitted effect of over 65% in size
Target sequence (O89049 whole entry, looked up): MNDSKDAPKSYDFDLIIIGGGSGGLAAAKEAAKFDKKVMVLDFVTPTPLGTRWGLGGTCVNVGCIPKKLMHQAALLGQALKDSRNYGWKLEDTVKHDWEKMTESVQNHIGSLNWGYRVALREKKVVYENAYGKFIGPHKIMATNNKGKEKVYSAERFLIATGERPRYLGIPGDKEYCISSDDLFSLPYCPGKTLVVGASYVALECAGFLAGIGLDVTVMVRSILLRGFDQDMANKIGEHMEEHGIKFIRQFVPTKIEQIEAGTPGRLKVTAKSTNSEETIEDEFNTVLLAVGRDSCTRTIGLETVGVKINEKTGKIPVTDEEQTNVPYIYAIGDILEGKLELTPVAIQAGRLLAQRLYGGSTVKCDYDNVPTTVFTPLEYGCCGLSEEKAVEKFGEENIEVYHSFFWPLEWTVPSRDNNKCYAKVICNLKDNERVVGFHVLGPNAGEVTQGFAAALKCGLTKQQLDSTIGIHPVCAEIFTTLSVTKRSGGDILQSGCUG
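Rat TrxR1 (90 nM in the dispensed reagent) was pre-reduced with 400 uM NADPH for 5 min at room temperature, then incubated with compound for 15 min. After 400 uM selenite was added, NADPH fluorescence (Ex 340/Em 450 nm) was followed for 8 min.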
TrxR1 substrate – is turned over as a substrate by rat TrxR1; O89049; purified TrxR1 substrate turnover, NADPH consumption readout; Potency, µM (doses to about 114 µM), for the others: at the highest dose activity change, negative = substrate turnover; hit rate 0.01% among 390,000; AID 588456; also: potency is read from the fitted curve at half-maximal effect; % is scaled to controls: 0 for no effect and ±100 for the full control effect; nearly all actives have a fitted effect of over 50% in size
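Rat TrxR1, dispensed at 90 nM, was prereduced with 400 uM NADPH (final) for 5 min at ~22 deg C, then incubated with compound 15 min before 400 uM selenite. A first-read NADPH fluorescence drop versus no-compound background flagged substrates.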
TRHR PAM – allosterically enhances the human TRH receptor. P34981. TRHR cells, fluo-8 calcium fluorescence, EC20 TRH enhancement. enhancement, % at 2 µM. hit rate 0.66% among 360,000. AID 493056; in the data active = enhancement above about 30%; also: 0% is about no effect
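Enhancer read-out: after compound pinning and an initial kinetic agonist-mode read, an EC20 of TRH (10 nM final) was injected and fluo-8 calcium signal (Ex 480/Em 530) followed at 1 s/cycle for 100 cycles in TRHR-expressing cells.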
The depositor's hits bear a star; ? = inconclusive; . = no result given; & = joins results of further samples; [ ] = dose if it differs, or a comment. Unless noted, calls follow the shape of the dose curve; as a rule, active = well fitted inhibition curve with a large enough effect; inconclusive = small, poorly fitted or top-dose-only effect; inactive = no such curve, though single readings can be large or run the other way.

nr | SMILES | D2 antag | TRHR agonist | PI4K2A inh | D2 agonist | USP1 inh | mIDH1 inhibitor | rTrxR1 inhibitor | TrxR1 substrate | TRHR PAM
1 | CCOc1ccccc1CNC(=O)CCn1c(=O)c2cccn2c2ccc(F)cc21 | . | -0.3 | 2 | 0.7 | 9% | 2% | -13% | -4% | -2
2 | COCCn1c(SCC(=O)NCc2ccc3c(c2)OCO3)nnc1-c1c[nH]c2ccccc12 | -9 | 0.0 | -8 | 64* | -15% | -8% | 30%[57.1 µM] | 6%[57.1 µM] | -2
3 | COc1ccc(S(=O)(=O)N2CCN(C(=O)/C=C/c3ccco3)CC2)cc1 | -4 | -0.2 | -22 | -0.4 | -12% | -1% | 13µM* | -2% | 0
4 | C=CCc1c(C)nc2cc(-c3ccc(C)cc3)[nH]n2c1=O | 10 | -1.1 | -2 | 0.2 | -10% | -3% | 32% | 17% | -2
5 | CCCCC(=O)N/N=C(/C)C1=C(C)C(C)(C)OC1=O | 5 | 0.2 | 1 | 0.5 | -20% | -7% | 16% | 4% | -4
6 | Cc1cccc(CC(=O)NC2CC(=O)N(c3ccc4c(c3)OCCO4)C2)c1 (stereo unspecified) | . | -0.1 | 3 | 0.8 | -21% | 4% | 3%[57.1 µM] | 2%[57.1 µM] | 2
7 | COc1cccc(CNC(=O)c2cc(S(=O)(=O)N3CCCCC3)c[nH]2)c1 | 5 | -1.0&0.3 | 9&-1 | 0.1&0.7 | -16%&-20% | 5%&0% | 19%&2% | 2%&-2% | -2&-1
8 | CCOC(=O)CN1C(=O)CC(c2ccccc2)C1=O (stereo unspecified) | -3 | -0.1 | -1 | 1.1 | -3% | 4% | 5%[57.1 µM] | 5% | -6
9 | CCN(C(=S)Nc1ccc(C(C)=O)cc1)C1CCCCC1 | -2 | 0.3 | -5 | 5.7 | -19% | 1% | 3%[57.1 µM] | 4% | -3
10 | COc1cc(CNC(C)c2ccccc2)c(Br)cc1OCC(N)=O (stereo unspecified) | -5 | 0.7 | 0 | -0.1 | -1% | 6% | 3%[57.1 µM] | 7%[57.1 µM] | 6
11 | O=C(c1ccccc1)N1CCN(c2ccc([N+](=O)[O-])cc2-n2cccc2)CC1 | 4 | 0.2 | 2 | 8.1 | -12% | 0% | 25% | -9% | -7
12 | CS(=O)(=O)N(Cc1ccccc1)c1ccc(C(=O)NCc2ccccc2)cc1 | -5 | 0.1 | 2 | -1.0 | -11% | -5% | 13% | 0% | 1
13 | COc1ccc(NC(=O)CN2CCCCC2)cc1 | -3 | 0.8 | 13 | 3.8 | -15% | 4% | 17%[57.1 µM] | 4%[57.1 µM] | -3
14 | O=c1c2cc(F)ccc2sn1-c1ccccc1 | -24 | 6.5 | -12 | 4.3 | -6% | -20% | 161%[activator] | -16% | 1
15 | Cn1c(N)c(C(=O)COC(=O)C2(c3ccc(F)cc3)CCCC2)c(=O)n(C)c1=O | -2 | 0.3 | -19 | -0.1 | -1% | 2% | -9% | -4% | -3
16 | O=C1CCc2cc(NS(=O)(=O)c3ccccc3)cc3c2N1CC3 | 8 | -0.1 | 1 | -1.1 | -7% | -2% | -3%[57.1 µM] | -3%[57.1 µM] | 4
17 | CCCNC(=O)COC(=O)/C=C/c1ccco1 | 6 | 0.2 | 5 | 0.0 | -16% | 0% | ? | -13% | -5
18 | CCCn1nnnc1NC(=O)c1cc(Cl)ccc1Cl | 13 | 1.5 | -1 | 0.2 | -13% | 0% | 15% | 11%[57.1 µM] | 30
19 | COc1cccc(C(=O)OCC(=O)c2c[nH]c3ccccc23)c1OC | -18 | 0.4 | -4 | -0.3 | -7% | 7% | 53%[activator] | 5% | 2
20 | COc1cccc2nc3c(C(=O)NCCN(C)C)cccc3cc12 | . | . | -9 | . | -25% | 25% | 9%[11.4 µM] | -7%[57.1 µM] | .
21 | COc1ccc(N2CC(NC(=O)N3CCN(C(=O)c4ccco4)CC3)CC2=O)cc1OC (stereo unspecified) | 23 | 0.3 | 1 | 8.9 | -14% | -14% | 5% | 0% | -4
22 | CC(Cc1ccccc1)NC(=O)c1ccc([N+](=O)[O-])cc1 (stereo unspecified) | 7 | -0.9 | 5 | -1.5 | -7% | 2% | -8% | -7% | -1
23 | CN(C)C(=O)N1CCC(C(=O)NCc2ccccc2Cl)CC1 | 13 | 0.3 | 0 | 1.2 | -16% | 3% | 31% | 0% | 5
24 | COC(=O)c1ccc(NS(=O)(=O)c2ccc(S(=O)(=O)N3CCOCC3)cc2)cc1 | . | . | 0 | . | -3% | -2% | 2% | 0% | .
25 | N#C/C(=C\c1ccc(-c2cccc(Cl)c2)o1)C(=O)Nc1cccc2cccnc12 | 12 | 3.3 | -4 | -0.5 | -9% | 9% | -31% | 2% | 2
26 | COc1cc(NC(=O)c2ccco2)ccc1NC(=O)c1ccccc1Cl | -3 | -0.6 | 0 | 0.6 | -17% | 14% | 12%[0.457 µM] | 2% | 4
27 | CSc1ncc(CO)n1Cc1ccccc1 | -2 | -1.2 | 4 | 1.0 | -8% | 4% | 27%[57.1 µM] | -5%[57.1 µM] | 2
28 | CCCCC1=CC2=C(c3ccco3)C(=O)C(C)(OC(=O)c3ccc(OC)cc3)C(=O)C2=CN1Cc1ccc(OC)cc1 (stereo unspecified) | -7 | 4.1 | . | 1.6 | . | . | . | . | -6
29 | O=C(CCN1C(=O)c2ccccc2S1(=O)=O)NCc1ccccc1 | -24 | 0.1 | 0 | 0.3 | -23% | 0% | 0%[57.1 µM] | 0%[57.1 µM] | 7
30 | CCOC(=O)c1ccc2c(c1)C1C=CCC1C(C(=O)OCC)N2 (stereo unspecified) | 0 | 0.0 | -13 | -0.9 | ? | 3% | 40µM* | 2% | 4
31 | CCCCCCCCCCCCCCCC(=O)OCC1OC(n2ccc(N)nc2=O)C(O)C1O (stereo unspecified) | . | . | -2 | . | 0% | 0% | 10% | 0% | .
32 | O=C(Cc1csc(-c2ccccc2)n1)NCc1ccco1 | 5 | -0.8 | 0 | 1.5 | 0% | 0% | 6% | -1% | -1
33 | Cc1onc(-c2c(Cl)cccc2Cl)c1C(=O)c1ccc(F)cc1 | -5 | 4.9 | -3 | -0.2 | -27% | 5% | 25% | -2% | -3
34 | CN(C)S(=O)(=O)c1ccc(C(=O)/C=C/c2cccnc2)cc1 | . | 3.8 | -3 | . | -15% | -3% | 8.9µM* | 3%[57.1 µM] | 4
35 | Cc1ccc(C(=O)OCC(=O)c2cc(C)n(CC3CCCO3)c2C)cc1 (stereo unspecified) | 1 | -0.6 | 1 | -0.8 | ? | 0% | 14%[57.1 µM] | 4%[57.1 µM] | 6
36 | O=C(N/N=C/C(Br)=C/c1ccccc1)c1ccccc1F | . | 0.4 | -5 | . | 1% | -3% | -13%[57.1 µM] | -21% | -3
37 | O=C1C2CCCCN2C(=O)N1CCCCN1CCN(c2cccc(Br)c2)CC1 (stereo unspecified) | 87* | -0.2 | 2 | 40* | -5% | -3% | -10% | -6% | 1
38 | CCCc1cc(N2CCN(c3ccc(OC)cc3)CC2)n2cnnc2n1 | . | -1.3 | 2 | -1.0 | 2% | 12% | -2% | -2% | 2
39 | O=C(NCc1ccc(F)c(F)c1)C1CCC(=O)N(CCc2ccccc2)C1 (stereo unspecified) | 0 | 1.1 | -18 | 0.2 | -11% | 26% | 17% | 8% | -5

6 of these compounds in a different format.
Values run as follows: D2 antag	TRHR agonist	PI4K2A inh	D2 agonist	USP1 inh	mIDH1 inhibitor	rTrxR1 inhibitor	TrxR1 substrate	TRHR PAM
37	O=C1C2CCCCN2C(=O)N1CCCCN1CCN(c2cccc(Br)c2)CC1 (stereo unspecified)
→ 87*	-0.2	2	40*	-5%	-3%	-10%	-6%	1
3	COc1ccc(S(=O)(=O)N2CCN(C(=O)/C=C/c3ccco3)CC2)cc1
→ -4	-0.2	-22	-0.4	-12%	-1%	13µM*	-2%	0
21	COc1ccc(N2CC(NC(=O)N3CCN(C(=O)c4ccco4)CC3)CC2=O)cc1OC (stereo unspecified)
→ 23	0.3	1	8.9	-14%	-14%	5%	0%	-4
24	COC(=O)c1ccc(NS(=O)(=O)c2ccc(S(=O)(=O)N3CCOCC3)cc2)cc1
→ .	.	0	.	-3%	-2%	2%	0%	.
14	O=c1c2cc(F)ccc2sn1-c1ccccc1
→ -24	6.5	-12	4.3	-6%	-20%	161%[activator]	-16%	1
32	O=C(Cc1csc(-c2ccccc2)n1)NCc1ccco1
→ 5	-0.8	0	1.5	0%	0%	6%	-1%	-1

An excerpt from above in order of length of the SMILES, high to low.
nr | SMILES | D2 antag | TRHR agonist | PI4K2A inh | D2 agonist | USP1 inh | mIDH1 inhibitor | rTrxR1 inhibitor | TrxR1 substrate | TRHR PAM
28 | CCCCC1=CC2=C(c3ccco3)C(=O)C(C)(OC(=O)c3ccc(OC)cc3)C(=O)C2=CN1Cc1ccc(OC)cc1 (stereo unspecified) | -7 | 4.1 | . | 1.6 | . | . | . | . | -6
31 | CCCCCCCCCCCCCCCC(=O)OCC1OC(n2ccc(N)nc2=O)C(O)C1O (stereo unspecified) | . | . | -2 | . | 0% | 0% | 10% | 0% | .
37 | O=C1C2CCCCN2C(=O)N1CCCCN1CCN(c2cccc(Br)c2)CC1 (stereo unspecified) | 87* | -0.2 | 2 | 40* | -5% | -3% | -10% | -6% | 1
34 | CN(C)S(=O)(=O)c1ccc(C(=O)/C=C/c2cccnc2)cc1 | . | 3.8 | -3 | . | -15% | -3% | 8.9µM* | 3%[57.1 µM] | 4
32 | O=C(Cc1csc(-c2ccccc2)n1)NCc1ccco1 | 5 | -0.8 | 0 | 1.5 | 0% | 0% | 6% | -1% | -1

High-throughput results (PubChem)
